# TR SRC2 fluor cs: Total Fluorescence Counterscreen for Inhibitors of the Interaction of Thyroid Hormone Receptor and Steroid Receptor Coregulator 2; TRb/SRC2 Texas Red total fluorescence interference; Potency, µM (titrated, usually from 106 µM), inactives show at the highest dose fluorescence change, negative = quenching; actives 0.29% (n = 280,000); AID 1479, 2009; active = well fitted curve in either direction with a large enough effect; inconclusive = small, poorly fitted or top-dose-only effect; note: % is set by controls: 0 for no effect and ±100 for the full control effect
#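 Flags fluorescent or light-absorbing compounds by total fluorescence, S + 2P, at 555 nm excitation and 632 nm emission. Mixture: 20 nM Texas Red SRC2 peptide, 0.6 uM human TRb LBD, 1 uM T3, 5% DMSO; compound exposure 5 h at ambient temperature.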
# TRb SRC2 PPI: qHTS for Inhibitors of the Interaction of Thyroid Hormone Receptor and Steroid Receptor Coregulator 2; Thyroid hormone receptor beta (Homo sapiens), P10828; TRbeta-SRC2 peptide binding, fluorescence polarization; receptor liganded with 1 µM T3; Potency, µM (series often up to 106 µM), for the others: at the top dose activity change, negative = inhibition, most hits filed as inhibitors; actives 0.065% (n = 280,000);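 note: plate controls were bound peptide for no effect and peptide without receptor for full effect; nearly all actives have a fitted effect of over 50% in size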
# Target sequence (P10828 whole entry, looked up): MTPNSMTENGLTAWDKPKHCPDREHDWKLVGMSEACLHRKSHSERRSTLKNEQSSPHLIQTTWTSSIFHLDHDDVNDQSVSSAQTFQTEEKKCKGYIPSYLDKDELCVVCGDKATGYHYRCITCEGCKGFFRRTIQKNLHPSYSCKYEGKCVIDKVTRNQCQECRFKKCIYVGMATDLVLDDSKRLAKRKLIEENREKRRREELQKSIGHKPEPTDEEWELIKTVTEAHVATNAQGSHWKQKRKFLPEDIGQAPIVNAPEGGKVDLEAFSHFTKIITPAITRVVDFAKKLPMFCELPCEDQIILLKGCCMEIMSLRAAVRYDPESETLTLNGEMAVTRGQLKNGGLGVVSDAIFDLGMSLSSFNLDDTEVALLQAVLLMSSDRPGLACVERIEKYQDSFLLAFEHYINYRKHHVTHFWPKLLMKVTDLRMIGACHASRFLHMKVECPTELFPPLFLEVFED
#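 Human TRb ligand-binding domain (0.6 uM) is mixed with 20 nM Texas Red SRC2 peptide and 1 uM T3; after compound addition and 5 hr at ambient temperature, polarization is measured and normalized to unbound and bound controls.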
# SMN2 splice enh: qHTS Assay for Enhancers of SMN2 Splice Variant Expression; HEK293 SMN2-luciferase splicing reporter, luminescence, 30-36 h; Potency, µM (titrated, usually from 46.1 µM), for the others: at the highest dose activity change, positive = activation, most hits filed as activators; actives 2.8% (n = 210,000); note: % of control where 0% means no effect; nearly all actives have a fitted effect of over 55% in size
#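 HEK293 cells carry an SMN2 minigene-luciferase reporter in which exon 7 inclusion puts luciferase in frame. Cells were seeded at 2000 cells/well, attached for 10-12 hours, then exposed to compounds for 30-36 hours at 37C before ONE-Glo luminescence.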
# The depositor's hits bear a star; u = inconclusive; [ ] = dose if it differs, or a comment. Unless noted, calls come from the whole dose curve; as a rule, active = well fitted curve in the direction sought with a large enough effect; inconclusive = small, poorly fitted or top-dose-only effect, or another doubt; inactive = no such curve, though single readings can be large; an effect the other way counts as inactive or inconclusive. Potency is the fitted concentration of half-maximal effect.
SMILES,TR SRC2 fluor cs,TRb SRC2 PPI,SMN2 splice enh
COc1ccc(N2C(=O)NC(NS(=O)(=O)c3ccc(NC(C)=O)cc3)(C(F)(F)F)C2=O)cc1 (stereo unspecified),u,6%,5%
CC(=O)c1ccc(NC(=O)c2ccc(-c3ccc(Cl)cc3)o2)cc1,0%,-8%,-87%
Cc1ccc(NC(=O)CN(C)S(=O)(=O)c2cnc[nH]2)cc1,-2%,-1%,-1%
CC(=O)N1CCc2c(sc3c2c(=O)n(CCc2ccccc2)c(=O)n3Cc2ccc(Cl)cc2)C1,4%,-7%,-10%
CCN(C(=O)Cn1nnc2sc3c(c2c1=O)CCC(C(C)(C)C)C3)c1cccc(C)c1 (stereo unspecified),-1%,-2%,-6%
Cc1ccc(CN2CCSc3ccc(C(=O)Nc4ccc(F)cc4F)cc32)cc1,0%,-8%,u
CCOCCOC(=O)c1ccc(NC(=O)/C=C/c2ccc(OC)c(OC)c2)cc1,0.89µM*[quencher],-17%[53 µM],-10%
CCCn1c(=O)sc2cc(NC(=O)c3ccc(OC)c(Br)c3)ccc21,-1%,2%,1%
COc1ccc(-c2cc(C(=O)Nc3c(Cl)cccc3Cl)no2)cc1OC,5%,-1%,-34%[inhibitor]
COc1ccc(C2NC(=O)N(C)C3=C2C(=O)N(c2cccc(C(=O)O)c2)C3)cc1 (stereo unspecified),-49%,-5%,11%
Cc1cc(=O)n2nc(N3CCC(C(=O)NCc4ccccc4)CC3)sc2n1,0%,4%,-4%
N#C/C(=C\c1ccc(F)cc1)C(=O)NCC1CCCO1 (stereo unspecified),2%,-7%,-8%

# Four structures from above, sorted by SMILES length, highest first.
SMILES,TR SRC2 fluor cs,TRb SRC2 PPI,SMN2 splice enh
COc1ccc(N2C(=O)NC(NS(=O)(=O)c3ccc(NC(C)=O)cc3)(C(F)(F)F)C2=O)cc1 (stereo unspecified),u,6%,5%
CCOCCOC(=O)c1ccc(NC(=O)/C=C/c2ccc(OC)c(OC)c2)cc1,0.89µM*[quencher],-17%[53 µM],-10%
Cc1cc(=O)n2nc(N3CCC(C(=O)NCc4ccccc4)CC3)sc2n1,0%,4%,-4%
COc1ccc(-c2cc(C(=O)Nc3c(Cl)cccc3Cl)no2)cc1OC,5%,-1%,-34%[inhibitor]

# Next records:
SMILES,TR SRC2 fluor cs,TRb SRC2 PPI,SMN2 splice enh
COc1ccc(-c2cc(C(=O)NCCc3ccc(OC)c(OC)c3)c3ccccc3n2)cc1,-18%,5%,3%
CCOC(=O)c1ccc(N2C(=O)c3[nH]nc(-c4ccc(OCC)cc4)c3C2c2ccc(OC)cc2OC)cc1 (stereo unspecified),-5%,7%,3%
COc1ccc(S(=O)(=O)Nc2cc3c(cc2NCc2ccccc2)n(C)c(=O)n3C)cc1,-4%,3%,10µM*
CCOc1ccc(C(=O)Nc2cc3c(cc2N2CCCC2)n(C)c(=O)c(=O)n3C)cc1OCC,1%,0%,0%
COC(=O)CC1Oc2ccc(Cl)cc2-n2cc(-c3ccc(F)cc3)nc21 (stereo unspecified),-25%,1%,9%
COc1ccc(CNc2nc(-c3ccc(Cl)cc3)nn2C(=O)c2ccccc2)cc1,-25%,2%,5%
CCCCN(CC)CCNC(=O)c1cn(C)c(=O)c2c1c1ccccc1n2C,5%,-4%,-7%
CC(C)(C)OC(=O)N1CCC(c2nnc(SCc3cccc(Cl)c3)o2)CC1,1%,8%,-45%[inhibitor]
Cc1ccc(Cl)cc1N1CCN(C(=O)c2ccc3c(c2)CCN3S(=O)(=O)c2ccccc2)CC1,0%,-12%,18%
Cc1cccc(N2CCN(CCNC(=O)Nc3ccc(Cl)cc3)CC2)c1C,0%,-4%,2%
CCOc1ccccc1NC(=O)Cn1c(=O)n(-c2ccc(F)cc2)c(=O)c2sc3ccccc3c21,-1%,-1%,-4%
CCN(Cc1ccccc1)Cc1c(O)ccc2c(=O)c(-c3ccc(Cl)cc3Cl)coc12,2%,8%,-8%
CCCN(C(=O)c1cc2c(=O)oc3ccccc3c2s1)c1ccccc1C,1%,-3%,3%
Cc1ccc2nc3c(cc(C(=O)NC4CCCC4)c(=N)n3C(C)C)c(=O)n2c1,-3%,0%,-13%
CCc1ccccc1NC(=O)[C@H](Cc1ccccc1)N1Cc2ccccc2C1=O,2%,1%,-6%
NS(=O)(=O)c1ccc(NC(=O)C(=O)Nc2ccc3nc4n(c(=O)c3c2)CCCCC4)cc1,-1%,10%,0%
Cc1ccc(-c2nc3c4cnn(-c5cc(Cl)ccc5Cl)c4ncn3n2)cc1,u,-4%,6%
COc1ccc(CC(=O)Nc2sc3c(c2C(=O)Nc2ccccc2)CCCCC3)cc1,u,-7%,-8%
CCn1c(=O)cc(OCC(=O)Nc2ccc(C)c(F)c2)c2ccccc21,-6%,-9%,-3%
CCCOC(=O)c1c(NC(=O)c2cc3ccccc3c(=O)o2)sc2c1CCC(C)C2 (stereo unspecified),8%,4%,-15%
Cc1cccn2cc(-c3cccc(NS(=O)(=O)c4ccc(Cl)c(Cl)c4)c3)nc12,4%,1%,9%
Cc1ccc2c(=O)cc(C(=O)N(Cc3ccc(N(C)C)cc3)C3CCS(=O)(=O)C3)oc2c1 (stereo unspecified),3%,3%,8%
CCc1ccc(NC(=O)C2CCN(S(=O)(=O)c3c(C)noc3C)CC2)cc1,1%,-8%,-19%
COc1ccccc1CNC(=O)CSc1nc2nc(C)c(Cc3ccccc3C)c(C)n2n1,0%,-2%,-25%
COc1cc(NC(=O)CSc2nccn2C)cc(OC)c1OC,4%,3%,-12%
COC(=O)c1ccc(C(=O)OC)c(NC(=O)c2c(-c3ccccc3)noc2C)c1,2%,-5%,-2%
CCCc1cc(N2CCN(c3ccccc3)CC2)n2cnnc2n1,1%,3%,-21%
CC(C(=O)Nc1ccccc1C(F)(F)F)n1nc(-c2ccccc2)c2c(c1=O)CCCC2 (stereo unspecified),-2%,-2%,6%
O=C(NCc1ccccc1)c1ccc2c(c1)N(Cc1ccc(F)cc1)CCS2,-1%,-1%,-42%[inhibitor]
Cc1c2cnn(-c3ccccc3)c(=O)c2c(C)n1CC(=O)N1CCN(c2cccc(Cl)c2)CC1,-1%,-5%,6%
COc1cc(C2c3c(-c4ccccc4O)n[nH]c3C(=O)N2Cc2ccco2)ccc1OCC(C)C (stereo unspecified),6%,-8%,-26%
CCC(=O)N1CCc2cc(Br)cc(S(=O)(=O)CCC(=O)NCc3ccccc3)c21,-1%,-4%,16%
CCOc1ccc(CCNC(=O)CCc2c(C)nc3c(c(C)nn3-c3ccccc3)c2C)cc1OCC,-2%,-1%,-10%
CC(C)CC(NC(=O)C1CCCCC1)C(=O)Nc1cccc(C(F)(F)F)c1 (stereo unspecified),-1%,-4%,18%
COc1ccc(-c2nnc(SCC(=O)N3CCc4ccccc43)o2)cc1OC,-1%,-7%,3%
COc1cccc(C(C(=O)NCc2ccccc2)N(C(=O)Cn2nnc3ccccc32)c2cccc(C(C)=O)c2)c1 (stereo unspecified),4%,4%,2%
COc1cccc(-c2cc(C(F)(F)F)n3nc(C)c(-c4ccccc4)c3n2)c1,3%,0%,-14%
COc1ccc(Nc2cc(C(=O)NCc3ccccc3)c3ccccc3n2)cc1,0%,-1%,1%
CC1CCN(C(=O)Cn2ncc3c4ccccc4n(Cc4ccc(Cl)cc4)c3c2=O)CC1,-3%,6%,4%
CC(C)c1ccccc1NC(=O)C(Cc1c[nH]c2ccccc12)NC(=O)OC(C)(C)C (stereo unspecified),-2%,7%,18%
Cc1ccc(N(C(=O)c2cccc(C)c2)S(=O)(=O)c2ccc(Cl)cc2)cc1,-13%,0%,-2%
COc1ccc(C2N=C(N)Nc3nc4ccccc4n32)c(OC)c1OC (stereo unspecified),-5%,6%,-2%
Cc1cccc(C(C)C)c1NC(=O)Cn1c(=O)oc2cc(S(=O)(=O)N3CCCC3)ccc21,-1%,-9%,-23%
CCOc1ccc(C(=O)Nc2c(C(=O)c3ccc(OC)cc3)oc3ccccc23)cc1,-12%,2%,-1%
COc1ccc(-c2nn(-c3ccccc3)cc2C(=O)Nc2ccccc2OC)cc1,-1%,-1%,-10%
CCCc1cc(N2CCN(c3ccccc3F)CC2)n2cnnc2n1,0%,-2%,-38%[inhibitor]
CCCC(=O)N1CC(=O)Nc2ccc(Cl)cc2C1c1ccccc1 (stereo unspecified),-3%,1%,6%
O=C(c1ccc2c(c1)CCN2S(=O)(=O)c1ccc(Cl)cc1)N1CCN(c2ccccc2)CC1,-1%,1%,-9%

# An excerpt of these results, with bars between the fields:
SMILES | TR SRC2 fluor cs | TRb SRC2 PPI | SMN2 splice enh
Cc1cccc(C(C)C)c1NC(=O)Cn1c(=O)oc2cc(S(=O)(=O)N3CCCC3)ccc21 | -1% | -9% | -23%
CCOc1ccc(C(=O)Nc2c(C(=O)c3ccc(OC)cc3)oc3ccccc23)cc1 | -12% | 2% | -1%

# Next part.
SMILES,TR SRC2 fluor cs,TRb SRC2 PPI,SMN2 splice enh
COCCN1Cc2cccc(C(=O)Nc3ccc(Cl)cc3Cl)c2C1=O,0%,-3%,-12%
Cc1ccc(/C=C(\C#N)c2nc(-c3ccc(-c4ccccc4)cc3)cs2)cc1,4%,-4%,-5%
CCc1nc2nc(C)cc(Nc3cccc(C)c3C)n2n1,1%,5%,2%
COc1cc(NS(=O)(=O)c2ccc(NC(=O)c3ccc(C(C)=O)cc3)cc2)nc(OC)n1,-24%,6%,-3%
Cc1ccc(N(CC(=O)Nc2ccc(Cl)cc2)S(=O)(=O)c2cccc3nonc23)cc1,-1%,4%,-21%
CCOc1cc2sc(N3CCC(C(=O)Nc4ccccc4Cl)CC3)nc2cc1Br,-2%,7%,u
CCC(=O)N1CCc2cc(S(=O)(=O)NCCC(=O)Nc3cc(C)ccc3OC)ccc21,-4%,-1%,1%
Cc1c(C(=O)Nc2nc(-c3ccc(F)cc3)ns2)oc2ccc(Cl)cc12,0%,-18%,9%
O=C(COc1ccc(S(=O)(=O)NC2CCCCC2)cc1)Nc1ccc(C(F)(F)F)cc1,-33%,-4%,-5%
O=C(CSc1nnc2scc(-c3ccc(Cl)cc3)n12)Nc1cccc(C(F)(F)F)c1,-4%,8%,-28%
COc1ccc(OC)c(CCNC(=O)CN2C(=O)COc3ccc(S(=O)(=O)N4CCCCCC4)cc32)c1,1%,-1%,-56%[inhibitor]
CCOc1ccc(C(=O)c2oc3ccccc3c2NC(=O)Cc2coc3cc(C)cc(C)c23)cc1,-86%[53 µM],-26%[53 µM],-1%
CCOC(=O)c1ccc(N2C(=O)c3n[nH]c(-c4cccs4)c3C2c2ccc(OCC)cc2)cc1 (stereo unspecified),1%,0%,-75%[inhibitor]
COc1ccc(/C=C\c2onc(C)c2S(=O)(=O)N2CCC(C(=O)Nc3ccc(C)c(F)c3)CC2)cc1,0%,-4%,-58%[inhibitor]
CCn1c(=O)cc(OCC(=O)NCc2ccc(F)cc2Cl)c2ccccc21,3%,-6%,-4%
Cc1c(C(=O)O)oc2c1-c1nn(Cc3ccccc3Cl)cc1CC2,-1%,1%,-4%
Cc1ccccc1Nc1c(-c2cccnc2)nc2ccc(Cl)cn12,-2%,5%,10%
CCOC(=O)c1cccc(NC(=O)[C@@H](c2ccccc2)N2Cc3ccccc3C2=O)c1,-12%,6%,3%
CCc1cc(=O)oc2c(C)c3c(cc12)CN(CCc1ccccc1)CO3,5%,-4%,-1%
CCOCCCn1c(=N)c(S(=O)(=O)c2ccc(C)cc2)cc2c(=O)n3cccc(C)c3nc21,-2%,5%,-7%
COc1ccccc1CNC(=O)CCNS(=O)(=O)c1ccc2c(c1)oc(=O)n2C,1%,-7%,9%
O=C(O)CSc1nnc(-c2ccc(O)cc2)o1,-15%,11%,3%
CCc1ccc2occ(CC(=O)Nc3c(C(=O)Nc4ccc(Cl)cc4)oc4ccccc34)c2c1,u,-5%,6%
Cc1ccc(NC(=O)c2cc3nc(-c4ccccc4)cc(-c4ccccc4)n3n2)cc1,2%,-6%,15%
O=C(Cn1c(=O)n(-c2ccc(F)cc2)c(=O)c2sc3ccccc3c21)NC1CCCCC1,0%,-3%,-4%
Cc1ccc(NC(=O)c2oc3ccccc3c2NC(=O)Cc2cccs2)cc1,-1%,-4%,u
COc1ccccc1-c1cc2nc(C)c(CCC(=O)NC3CCCCC3)c(C)n2n1,-3%,-3%,-7%

# Reformatted as tab-separated lines: part of the list above.
canonical_smiles	TR SRC2 fluor cs	TRb SRC2 PPI	SMN2 splice enh
CCn1c(=O)cc(OCC(=O)NCc2ccc(F)cc2Cl)c2ccccc21	3%	-6%	-4%
Cc1c(C(=O)O)oc2c1-c1nn(Cc3ccccc3Cl)cc1CC2	-1%	1%	-4%
CCc1ccc2occ(CC(=O)Nc3c(C(=O)Nc4ccc(Cl)cc4)oc4ccccc34)c2c1	u	-5%	6%

# This is a subset; the hit share may differ from the screen's.
